# HCV inhibitor = inhibitors of hepatitis C virus infection. 340,000 compounds, 3.4% hits. Potency, µM (titrated, usually from 41.8 µM), for inactives: at the highest dose activity change, negative = inhibition, hits mostly inhibitors. Huh7.5.1 HCVcc-Cre infection, luciferase reporter, 44 h. AID 651820; note: potency is the fitted concentration of half-maximal effect; % is set by controls: 0 for no effect and ±100 for the full control effect
#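 A cell-based infection assay in which seeded cells (1,000 per well) receive test compound after 4 h, are inoculated with HCVcc-Cre at approximately 0.5 moi, and are incubated 44 h before luminescence detection.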
# CHX counter = counter-screen hit for Shiga toxin inhibitors, cycloheximide | cell reporter, cycloheximide protein synthesis inhibition counterscreen | max response, % | 300,000 compounds, 12% hits | AID 2314; in the data active = max response mostly above about 13%, no sharp cut-off; inactive = mostly below about 14%; note: read at 38.3 µM for the half of the compounds with a filed dose; 0% is about no effect
# Pf growth 96h = P. falciparum growth inhibition at 96 hour, primary screen for plastid delayed-death inhibitors; P. falciparum luciferase reporter growth, 96 h; Potency, µM (top dose mostly 28.7 µM), for inactives: top-dose activity change, negative = inhibition, most hits filed as inhibitors; 320,000 compounds, 6.9% hits; note: potency is the fitted concentration of half-maximal effect; % is set by controls: 0 for no effect and ±100 for the full control effect
#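 Parasite growth measured via integrated firefly luciferase reporter in P. falciparum. Infected erythrocytes at 2% hematocrit, 0.05% parasitemia final were treated 96 hours at 37 C under 5% CO2, and luminescence was read.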
# FBPA Giardia inh = Giardia lamblia aldolase inhibition; purified Giardia FBPA; Potency, µM (top dose mostly 59.6 µM), for inactives: top-dose activity, negative = inhibition, most hits filed as inhibitors; 290,000 compounds, 0.71% hits; AID 2451; note: potency is the fitted concentration of half-maximal effect; % is set by controls: 0 for no effect and ±100 for the full control effect; nearly all actives have a fitted effect of over 55% in size
# Target sequence (A8B2U2 whole entry, looked up): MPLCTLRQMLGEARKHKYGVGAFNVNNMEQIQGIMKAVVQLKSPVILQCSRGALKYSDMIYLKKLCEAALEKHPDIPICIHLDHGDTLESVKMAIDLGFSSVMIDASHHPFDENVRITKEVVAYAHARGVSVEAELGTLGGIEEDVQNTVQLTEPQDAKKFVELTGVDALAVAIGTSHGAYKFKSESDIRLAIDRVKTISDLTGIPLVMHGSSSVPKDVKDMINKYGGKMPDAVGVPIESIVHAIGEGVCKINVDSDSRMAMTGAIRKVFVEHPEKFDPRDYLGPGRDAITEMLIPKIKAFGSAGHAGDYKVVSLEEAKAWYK
#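 Giardia FBPA (40 nM reagent) was preincubated 10 min at RT with compound (up to 57.5 uM final), then substrate plus GAPDH/TPI/NAD/arsenate coupling system with diaphorase/resazurin was added; resorufin fluorescence (525/598 nm) was read after 20 min.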
# Shiga inhibitor = blocks Shiga toxin action in Vero cells; Vero cells, Shiga toxin protein synthesis inhibition reporter; inhibition, % at 38.7 µM; 290,000 compounds, 9.2% hits; AID 2315; in the data active = inhibition mostly above about 28%, no sharp cut-off; inactive = mostly below about 43%; note: 0% is about no effect
# Pf growth 48h = inhibits P. falciparum growth in the first generation, 48 h. P. falciparum luciferase growth in erythrocytes, 48 h. Potency, µM (doses to about 28.7 µM), for the others: at the top dose activity change, negative = inhibition, hits mostly inhibitors. 310,000 compounds, 5.9% hits. AID 504832; note: potency is the fitted concentration of half-maximal effect; % is set by controls: 0 for no effect and ±100 for the full control effect
#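 Luminescence readout; reporter = integrated firefly luciferase in P. falciparum. RBC culture at 2% hematocrit, 0.1% parasitemia final, 37 C/5% CO2; decreased signal taken as growth inhibition.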
# Starred values were filed as active, the others as inactive; i = inactive; ? = inconclusive; / = not tested or not shown; [ ] = another dose, or the depositor's remark. Unless noted, calls come from the whole dose curve; as a rule, active = well fitted curve in the direction sought with a large enough effect; inconclusive = small, poorly fitted or top-dose-only effect, or another doubt; inactive = no such curve, though single readings can be large; an effect the other way counts as inactive or inconclusive. No enrichment for hits; any-hit rate near 24%.
Molecule	HCV inhibitor	CHX counter	Pf growth 96h	FBPA Giardia inh	Shiga inhibitor	Pf growth 48h
Cc1ccc(-c2cnn3c(N4CCOCC4)cc(C)nc23)cc1	?	68*	305%[activator]	13%	108*	116%[activator]
CCCCOC(=O)Nc1nc2ccccc2s1	13%	26*	98%[activator]	7%	69*	362%[activator]
COc1ccc(C(=O)Nc2nc(C)c(C)s2)cc1OC	-13%	55*	?	0%	96*	76%[activator]
COc1ccccc1-c1noc(CCCC(=O)NC2CCCC2)n1	-4%	1	33%[activator]	-8%	-16	-1%
CCOC(=O)/C(=C\c1ccccc1)C(=O)c1cc(C(C)=O)c(Nc2ccccc2)s1	7.1µM*	-2	?	-2%	-16	/
Cc1ccc(OP(N)(=O)Oc2ccc(C)cc2)cc1	-2%	7	5.9µM*	2%	42	?
COC(=O)c1cc(CNC(=O)c2ccc(S(=O)(=O)N(C)c3ccccc3)cc2)ccc1OC	4µM*	/	12µM*	/	/	3.7µM*
Cc1c(C(=O)C(=O)N2CCC3(CC2)OCCO3)c2ccccc2n1C	23%	4	60%[1.15 µM]	0%	11	32%
COc1ccccc1N1CCN(S(=O)(=O)c2ccccc2F)CC1	0%	4	?	4%	-11	?
CC(C)[C@H](NC(=O)C1CC(=O)N(c2ccc(F)cc2)C1)C(=O)N1CCCCC1 (stereo partly specified)	11%	1	-4%	-5%	-5	-1%
COc1ccc(CNc2nc3c(c(=O)n(Cc4ccc(Br)cc4)c(=O)n3C)n2C)cc1	?	13	?	-1%	-9	?
Cc1ccc(Cn2c(SCC(=O)NCC3CCCO3)nc3ccsc3c2=O)cc1 (stereo unspecified)	8.9µM*	0	41%[activator]	8%	-5	-3%
Clc1ccc(-c2c[n+](Cc3ccc(Br)cc3)c3n2CCCCC3)cc1	12%	5	0.059µM*	7%	8	0.41µM*
CN(CC(=O)Nc1ccccc1Cl)C1CCCCC1	8%	7	?	4%	15	32%[activator]
COc1ccc(C(=O)OC2C[C@H]3CC[C@@H](C2)N3O)cc1OC (stereo partly specified)	-6%	-5	25%	3%	-14	-9%
COCCn1ccc2c(OCC(=O)NCc3ccc(C)cc3)cccc2c1=O	6%	/	-17%	/	/	?
CCc1ccccc1N(C(=O)c1snc(C(N)=O)c1N)C(C(=O)NCC1CCCO1)c1ccc(N(C)C)cc1 (stereo unspecified)	8%	-10	160%[activator]	-3%	-4	?
O=C(Nc1c(-c2ccccc2)nc2ccccn12)c1ccccc1F	6%	-5	11%	-4%	20	/
Cc1ccc2[nH]cc(C(=O)CN3CCN(c4ccccc4F)CC3)c2c1	11%	-2	0%	0%	11	13%
O=C(c1cc(S(=O)(=O)N2CCC3(CC2)OCCO3)ccc1F)N1CCC2(CC1)OCCO2	0%	-2	?	8%	14	21%
C=CCC1(/C=N/O)CCOC(C)(C)C1 (stereo unspecified)	12%	1	34%[activator]	1%	8	7%
Cn1ncc(N=Cc2ccccc2O)c1C(=O)Nc1ccccc1	-4%	6	?	-26%	-15	15%
Cc1cc(C(=O)OCC(=O)NCCCN2CCCC2=O)c2ccccc2n1	-5%	-2	83%[activator]	3%	-5	4%
C[C@H](NC(=O)[C@@H]1CSC2c3ccccc3C(=O)N21)C(=O)NCc1c(F)cccc1Cl (stereo partly specified)	-12%	1	12µM*	/	28	?
Cc1ccc(S(=O)(=O)N2CCC(C(=O)OCC(=O)N3CCC(C)CC3)CC2)cc1C	9%	/	6%	/	/	?
COc1ccc(N2CCN(C(=O)c3ccc(F)cc3)CC2)c([N+](=O)[O-])c1	-22%	5	-8%	-1%	15	-29%
CC(C)Sc1ccc(C(=O)Nc2ccc(F)cc2F)cn1	-11%	48*	76%[activator]	-2%	50*	42%[activator]
CSCC[C@H](NC(=O)[C@H](CO)NC(=O)[C@H](Cc1ccc(O)cc1)NC(=O)[C@@H](N)CO)C(=O)N[C@@H](CCC(=O)O)C(=O)N[C@@H](Cc1cnc[nH]1)C(=O)N[C@@H](Cc1ccccc1)C(=O)N[C@@H](CCCNC(=N)N)C(=O)N[C@@H](Cc1c[nH]c2ccccc12)C(=O)NCC(=O)N[C@@H](CCCCN)C(=O)N1CCC[C@H]1C(=O)N[C@H](C(=O)NCC(=O)N[C@@H](CCCCN)C(=O)N[C@@H](CCCCN)C(=O)N[C@@H](CCCNC(=N)N)C(=O)N[C@@H](CCCNC(=N)N)C(=O)N1CCC[C@H]1C(=O)N[C@H](C(=O)N[C@@H](CCCCN)C(=O)N[C@H](C(=O)N[C@@H](Cc1ccc(O)cc1)C(=O)N1CCC[C@H]1C(=O)N[C@@H](CC(N)=O)C(=O)NCC(=O)N[C@@H](C)C(=O)N[C@@H](CCC(=O)O)C(=O)N[C@@H](CC(=O)O)C(=O)N[C@@H](CCC(=O)O)C(=O)N[C@@H](CO)C(=O)N[C@@H](C)C(=O)N[C@@H](CCC(=O)O)C(=O)N[C@@H](C)C(=O)N[C@@H](Cc1ccccc1)C(=O)N1CCC[C@H]1C(=O)N[C@@H](CC(C)C)C(=O)N[C@@H](CCC(=O)O)C(=O)N[C@@H](Cc1ccccc1)C(=O)O)C(C)C)C(C)C)C(C)C	/	-4	/	5%	-5	/
CC(=O)NC(CC(=O)Nc1ccc(S(=O)(=O)N2CCCCC2)cc1)c1ccccc1 (stereo unspecified)	-11%	4	/	4%	-26	?
COc1cccc(OCC(O)CN2CCN(c3ccc(F)cc3)CC2)c1 (stereo unspecified)	-18%	0	35%[activator]	-28%	19	-17%

# For reference, some entries already given.
Molecule	HCV inhibitor	CHX counter	Pf growth 96h	FBPA Giardia inh	Shiga inhibitor	Pf growth 48h
COC(=O)c1cc(CNC(=O)c2ccc(S(=O)(=O)N(C)c3ccccc3)cc2)ccc1OC	4µM*	/	12µM*	/	/	3.7µM*
Cc1c(C(=O)C(=O)N2CCC3(CC2)OCCO3)c2ccccc2n1C	23%	4	60%[1.15 µM]	0%	11	32%

# Further results:
Molecule	HCV inhibitor	CHX counter	Pf growth 96h	FBPA Giardia inh	Shiga inhibitor	Pf growth 48h
COc1cccc(NC(=O)Nn2cnnc2)c1	16%	2	4%	0%	1	17%
CCOC(=O)c1ccc(NC(=O)NS(=O)(=O)c2ccc(C)cc2)cc1	1%	1	/	1%	-4	11%
O=C(Cc1noc2ccccc12)Nc1ccc(Cl)cc1	9%	35*	35%[activator]	-2%	22	40%[activator]
O=C(CS(=O)(=O)c1ccccc1)c1cc2cc(F)ccc2oc1=O	4%	50*	-3%	/	45*	4%
Cc1nc2sccn2c(=O)c1Br	8%	0	46%[activator]	1%	-2	7%
CCCCCCC(=O)Nc1c(O)c2ccccc2[nH]c1=O	10%	11	?	-5%	9	-1%
COc1ccc(C(=O)NCCCn2ccnc2)cc1	1%	17	0%	-9%	5	-20%
CCc1nc(SCc2cccnc2)c2c(=O)n(C)c(=O)n(C)c2n1	-10%	1	-10%	12%	-13	-9%
CC(Oc1ccc(Cl)cc1Cl)C(=O)Nc1ccncc1 (stereo unspecified)	?	-7	-5%	3%	-18	10µM*
Cc1c(C(=O)O)c(C(=O)O)nc2ccc(N3CCOCC3)cc12	/	7	36%[activator]	11µM*	-6	11%
Cc1cc(C)c(NC(=S)N2CCCC2C(=O)O)c(C)c1 (stereo unspecified)	5%	-6	-6%	?	-12	13%
O=C(NCc1ccccc1F)c1ccc2c(c1)OCCO2	1%	23*	9%	-4%	/	42%[activator]
CC(C)[C@H](NC(=O)NCCC1=CCCCC1)C(=O)O	6%	0	-3%	4%	-10	15%
CCOc1ccc(CN2CCNC(=O)C2CC(=O)NCc2cc(C)n(C)n2)cc1 (stereo unspecified)	38%[activator]	5	1%	-5%	29	7%
COc1cc(OC)c(NC(=O)CCCn2c(=O)oc3ccccc32)cc1Cl	?	-2	-5%	-7%	-14	24%
Cc1ccc(S(=O)(=O)/N=C2/C=C(Sc3ncn[nH]3)C(=O)c3ccccc32)cc1	4µM*	33*	16%	0.45µM*	51	1.5µM*
COc1ccc(S(=O)(=O)N2CCC(C(=O)NCc3ccccn3)CC2)cc1OC	25%	1	-3%	8%	-18	/
O=C(CSc1ccccn1)N/N=C/C=C/c1ccccc1	3%	32*	173%[activator]	0%	90*	?
CCOc1ccc(NC(=S)N(CCN2CCOCC2)Cc2ccc3c(c2)CCCN3CC)cc1	-21%	-2	?	-14%	8	?
CCOC(=O)N1CCN(C(=O)c2cc(C)c3c(C)nn(-c4ccccc4)c3n2)CC1	-16%	-3	31%[activator]	4%	-4	?
Cc1cccc(OCCn2nnc3ccccc32)c1C	-30%	42*	?	4%	/	55%[activator]
COC(=O)C(NNc1ccccc1C)(NC(=O)c1ccc(F)cc1)C(F)(F)F (stereo unspecified)	0%	-3	-18%	-22%	-8	-28%
CCN(CC(=O)NCCc1ccccc1)S(=O)(=O)c1ccc(Br)cc1	?	6	-29%	12%	-3	?
Cc1cc(N2C(=O)C(O)=C(C(=O)c3ccco3)C2c2cccc(O)c2)no1 (stereo unspecified)	5%	2	4%	-27%	-4	25%
CCOc1ccccc1NC(=O)N1CCN(S(C)(=O)=O)CC1	5%	-1	-5%	1%	-12	10%
Cc1ccc(CNC(=O)c2ccc(N3CCC4(CC3)CC(c3cccc(Br)c3)=NO4)c(N)c2)cc1	?	/	?	/	/	?
Cc1cc(/C=C2\SC(=S)N(Cc3ccco3)C2=O)c(C)n1-c1ccccc1	?	73*	?	-3%	80*	?
Cc1ccccc1C(=O)Nc1nnc(-c2ccc(C(C)(C)C)cc2)s1	12%	16*	i	-1%	-9	22%
CCN(CC)C(=O)COc1ccc(S(=O)(=O)N2CCOCC2)cc1	-2%	-2	?	-1%	-9	?
CCOc1cc(CNCc2cccnc2)ccc1OCC(=O)NC(C)(C)C	13%	-1	28%	-10%	25	-13%

# Complete entries as entered above. Order of values: HCV inhibitor	CHX counter	Pf growth 96h	FBPA Giardia inh	Shiga inhibitor	Pf growth 48h
# O=C(NCc1ccccc1F)c1ccc2c(c1)OCCO2 reads 1%	23*	9%	-4%	/	42%[activator]
# CCc1nc(SCc2cccnc2)c2c(=O)n(C)c(=O)n(C)c2n1 reads -10%	1	-10%	12%	-13	-9%

# Continued.
Molecule	HCV inhibitor	CHX counter	Pf growth 96h	FBPA Giardia inh	Shiga inhibitor	Pf growth 48h
Cn1c(C(=O)N2CCN(c3ccc(Cl)cc3)CC2)cc2c(=O)[nH]c3ccccc3c21	?	-6	-17%	1%	-21	?
CC(=O)c1ccc(NC2OC(C)C(O)C(O)C2O)cc1 (stereo unspecified)	15%	1	/	-4%	-1	17%
Cc1csc(NC(=O)CSc2nc(C)cs2)n1	-20%	17*	/	1%	25	16%
O=C(COc1ccc2c(c1)CCC2)NCc1ccccc1	-5%	15	22%	-2%	15	4%
O=S(c1ccsc1)c1ccsc1	7%	-2	0%	16%	-2	30%
CC1CC1C(=O)N1CCN(S(=O)(=O)c2cccc(F)c2)CC1 (stereo unspecified)	0%	/	16%	/	/	?
COC(=O)c1csc2c(C(F)(F)F)cc(N3CCN(C(=O)Nc4ccccc4)CC3)nc12	?	21	-3%	2%	4	-11%
O=C(NC1CCN(Cc2ccc(Cl)cc2)CC1)c1cn(-c2ccccc2)nc1-c1cccnc1	11µM*	/	?	/	/	1.9µM*
CC(=O)c1ccc(NC(=O)Cn2nc(C)c([N+](=O)[O-])c2C)cc1	10%	-4	-9%	3%	-4	0%
CCCS(=O)(=O)N1CCCC(C(=O)Oc2ccc(OC)cc2)C1 (stereo unspecified)	1%	-1	?	8%	1	0%
COc1ccc([C@@H]2[C@@H]3C(=O)N(C(C)(C)C)C(=O)[C@@H]3[C@]3(C)C(=O)N(c4cccc(C)c4)C(=O)N23)cc1	28%	-1	-15%	19%	-4	-15%
O=C(NC(=S)Nc1nc(-c2ccccc2)cs1)c1cncc(Br)c1	-20%	0	?	-15%	31	?
